H1N1 NS1A inhibition = NS1A inhibition, H1N1 influenza, cell based functional assay (AID 504329). NS1A functional cell-based assay, percent inhibition; higher % means a stronger effect. 340,000 compounds, 0.3% hits. one-dose inhibition, % at 12.5 µM; IC50 in µM for titrated hits; in the data active = a potency from the dose series; inconclusive = inhibition above about 27% without an active follow-up result; note: strong numbers were not always called active
H37Rv inhibition = M. tuberculosis growth inhibition, HTS (AID 449762); M. tuberculosis H37Rv growth inhibition, 7H9 media; higher % means a stronger effect; inhibition, % at 25 µM, or IC50 in µM where a hit was titrated; 330,000 compounds, 0.59% hits; in the data active = a potency from the dose series; inconclusive = inhibition above about 70% without an active follow-up result;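 note: bacterial growth assessed after seven days of incubation; strong numbers were not always called active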
Salmonella PhoP GFP = PhoP regulon inhibitors, Salmonella typhi PhoP promoter GFP reporter, confirmatory (AID 1850) | Salmonella Typhi PhoP-promoter GFP reporter, fluorescence, 4 h; higher % means a stronger effect | inhibition, % at 50 µM; hits with a dose series show IC50 in µM | 310,000 compounds, 0.33% hits; in the data active = a potency from the dose series; inconclusive = inhibition mostly from about 25% at the one dose, without a potency; inactive = the rest, 99 in 100 with inhibition below about 19%;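 note: 0% = induced wells with vehicle and 100% = uninduced wells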
inhibitors of VEEV = inhibitors of VEEV TC-83 cytopathic effect, confirmation, Vero cells (AID 588727); Vero cells, VEEV TC-83 cytopathic effect inhibition; higher % means a stronger effect; one-dose inhibition, % at 20 µM; IC50 in µM for titrated hits; 350,000 compounds, 0.13% hits; in the data active = a potency from the dose series; inconclusive = inhibition mostly from about 14% at the one dose, without a potency; inactive = the rest, 99 in 100 with inhibition below about 12%; note: strong numbers were not always called active
tuberculosis growth = growth inhibition of non-replicating M. tuberculosis (AID 488890) | Mycobacterium tuberculosis non-replicating, growth inhibition; higher % means a stronger effect | inhibition, % at 25 µM, or IC50 in µM where a hit was titrated | 320,000 compounds, 0.39% hits; in the data active = a potency from the dose series; inconclusive = inhibition mostly from about 82% at the one dose, without a potency; inactive = the rest, 99 in 100 with inhibition below about 76%;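 note: plate controls were DMSO cells for no effect and high antibiotic wells for full effect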
inhibitors of VEEV 10K pilot screen = also measured in inhibitors of VEEV; calls as there; inhibition, %; measured here: 10K pilot screen inhibition
The depositor's hits bear a star; i = inactive; ? = inconclusive; · = no result given.

SMILES	H1N1 NS1A inhibition	H37Rv inhibition	Salmonella PhoP GFP	inhibitors of VEEV	tuberculosis growth	others
Cc1ccc(C(=O)NS(=O)(=O)c2ccccc2)cc1	3%	4%	-10%	0.7%	6%
Cc1ccnc(NS(=O)(=O)c2ccc(NC(=O)Cc3ccc(F)cc3)cc2)n1	-2%	0%	7%	1.7%	8%
O=C(C1CC1)N1CCc2cc(Br)cc(S(=O)(=O)NCc3ccc4c(c3)OCO4)c21	2%	-9%	4%	5.8%	-7%	inhibitors of VEEV 10K pilot screen=1.8
CCCCCCN1CC(O)=C(c2nc3ccccc3[nH]2)C1=N	-16%	-3%	-1%	i	7%
CC(C)OCCCn1c(NN)nc2ccccc2c1=O	-10%	8%	-1%	2.1%	3%
CC(c1ccco1)N(C(=O)c1ccccc1NS(=O)(=O)c1cc([N+](=O)[O-])ccc1Cl)c1ccccn1 (centres undefined)	2%	-12%	-11%	5.9%	5%
Cc1occc1C(=O)N1CCCC(Nc2ccc(C(C)C)cc2)C1 (centres undefined)	-9%	5%	-5%	1.4%	3%
CC(C)(C)c1ccc(NC(=O)Nc2ccc(F)cc2)cc1	·	15%	10%	3.4%	4%
O=C(OCc1c(-c2ccccc2)ncc2ccccc12)c1ccc(C(F)(F)F)cc1	-19%	6%	·	0.9%	3%
Cc1ccc(-c2nc(CS(=O)(=O)CC(=O)N3CCN(C)CC3)c(C)o2)cc1	-2%	-4%	4%	1.8%	-8%

Six records drawn at random from those above, as already listed:
SMILES	H1N1 NS1A inhibition	H37Rv inhibition	Salmonella PhoP GFP	inhibitors of VEEV	tuberculosis growth	others
Cc1ccc(-c2nc(CS(=O)(=O)CC(=O)N3CCN(C)CC3)c(C)o2)cc1	-2%	-4%	4%	1.8%	-8%
Cc1ccc(C(=O)NS(=O)(=O)c2ccccc2)cc1	3%	4%	-10%	0.7%	6%
CC(C)(C)c1ccc(NC(=O)Nc2ccc(F)cc2)cc1	·	15%	10%	3.4%	4%
CC(C)OCCCn1c(NN)nc2ccccc2c1=O	-10%	8%	-1%	2.1%	3%
O=C(C1CC1)N1CCc2cc(Br)cc(S(=O)(=O)NCc3ccc4c(c3)OCO4)c21	2%	-9%	4%	5.8%	-7%	inhibitors of VEEV 10K pilot screen=1.8
CCCCCCN1CC(O)=C(c2nc3ccccc3[nH]2)C1=N	-16%	-3%	-1%	i	7%

Further records follow:
SMILES	H1N1 NS1A inhibition	H37Rv inhibition	Salmonella PhoP GFP	inhibitors of VEEV	tuberculosis growth	others
COc1cc(OC)c(OC)cc1CN1CCCC(C(=O)c2ccccc2SC)C1 (centres undefined)	2%	2%	-2%	i	10%
CCOc1cc(/C=N/NC(=O)c2cccs2)cc([N+](=O)[O-])c1O	2%	·	·	1.6%	·
CC(=O)c1cccc(NC(=O)C2CCCCC2)c1	1%	-2%	0%	2.5%	-7%
CN(C)/C(=N\S(=O)(=O)c1ccc(F)cc1)c1ccccc1	1%	0%	-15%	0.6%	-18%
Cn1c(C(=O)NCCN2CCOCC2)cc2c(=O)n3ccccc3nc21	12%	8%	6%	2.2%	-11%
COc1ccc(-c2cn[nH]c2-c2ccc(OCC(=O)NN)cc2O)cc1	1%	0%	-26%	4.5%	-5%
O=[N+]([O-])c1cc(-c2nnc(C34CC5CC(CC(C5)C3)C4)o2)cc([N+](=O)[O-])c1	16%	?	1%	1.0%	?
O=C(CCS(=O)(=O)c1cc2c(cc1Cl)NC(=O)CO2)NCCc1ccccc1	4%	-6%	8%	0.1%	4%
CCC/C(O)=C1\C(=O)CC(C)(C)CC1=NCCO	-14%	-14%	-3%	2.3%	-3%
O=C(CSc1nnc(Cc2ccccc2)o1)Nc1cccc(F)c1	18%	-2%	-11%	1.2%	?
COc1ccc(C(=O)N/N=C/C2CC=CCC2)cc1OC (centres undefined)	1%	2%	-10%	0.1%	-2%
CCn1c(NCCc2ccc(OC)c(OC)c2)nc2c1c(=O)n(C)c(=O)n2C	18%	13%	-3%	8.1%	0%
COC(=O)c1ccc(C(=O)OC)c(NC(=O)COc2ccccc2OC)c1	-6%	-1%	-1%	0.5%	14%
C=CCn1c(C)cc(C(=O)CSc2nnc3n(CCC)c(=O)c4ccccc4n23)c1C	-7%	·	·	9.2%	·
O=C(CNC(=S)N(Cc1ccccc1)Cc1cccnc1)NC1CCCC1	1%	-1%	5%	i	0%
O=C(Nc1ccc(Cl)cc1)c1ccsn1	-8%	-8%	-1%	6.0%	17%
Cn1c(=O)n(Cc2ccccc2)c(=O)c2c1nc1n2CCCN1Cc1ccccc1	2%	1%	-10%	5.2%	32%
COc1ccc(-n2nc3c(N4CCC(C(=O)NCC(C)c5ccccc5)CC4)nnc(C)c3c2C)cc1 (centres undefined)	7%	?	8%	i	58%
COc1ccccc1CNC(=O)COC(=O)c1ccc([N+](=O)[O-])o1	-13%	66%	·	1.6%	66%
CN(CCc1ccccc1)Cc1nc(-c2cnccn2)no1	4%	-6%	-7%	0.6%	-4%

Continued, starting with the last 2 of the part before.
SMILES	H1N1 NS1A inhibition	H37Rv inhibition	Salmonella PhoP GFP	inhibitors of VEEV	tuberculosis growth	others
COc1ccccc1CNC(=O)COC(=O)c1ccc([N+](=O)[O-])o1	-13%	66%	·	1.6%	66%
CN(CCc1ccccc1)Cc1nc(-c2cnccn2)no1	4%	-6%	-7%	0.6%	-4%
CC1(C)NC(=O)N(CC(=O)OCC(=O)N2CCN(S(=O)(=O)c3ccccc3)CC2)C1=O	-4%	·	·	0.2%	·
CN(CC(=O)Nc1ccc(F)cc1)C(=O)c1ccccc1OCc1ccc(F)cc1	-9%	1%	-8%	8.0%	-1%
Cc1cccc(N2CC(=O)N(c3cccc(C)c3)CC2=O)c1	·	-1%	6%	6.2%	-1%
O=C(Oc1ccccc1Cl)C1CCN(C(=O)c2ccc(F)cc2)CC1	-11%	?	0%	3.7%	?
C=CCNC(=O)c1onc(CCl)c1C(=O)OC	0%	1.7µM*	-10%	0.8%	67%
Cn1ncc([N+](=O)[O-])c1C(=O)Nc1ccc(C2CCCCC2)cc1	0%	12%	-5%	2.9%	-5%
COc1ccccc1CNC(=O)CNC(=O)Cn1cnc2ccccc2c1=O	-14%	-3%	-4%	1.3%	2%
CCOC(=O)C1=C(O)/C(=C/c2ccccn2)SC1=Nc1ccc(Cl)cc1	1%	17%	1%	2.5%	51%
O=C(Nc1ccccc1C(=O)O)c1ccc(Cl)c(S(=O)(=O)N2CCOCC2)c1	3%	-1%	-8%	0.8%	1%
COC(=O)C1=C(c2ccc(-c3ccccc3)c(F)c2)C[C@@H]2CC[C@H]1N2C(=O)NCCOc1ccccc1	12%	-10%	·	5.4%	1%
O=C1CNC(=O)/C1=C/c1ccccc1	-16%	4%	-1%	i	-37%	inhibitors of VEEV 10K pilot screen=0.0
CC(C)Nc1nnc(SC(C)C(=O)N(C)C2CCCCC2)s1 (centres undefined)	-16%	0%	4%	1.5%	4%
CC(C)CNC(=O)C(=O)NNC(=O)C1CCCCC1	7%	3%	8%	1.9%	-2%
Cn1cc(CNCc2cn(C)nc2-c2ccc(C3CCCCC3)cc2)cn1	0%	5%	4%	2.2%	71%
N#CC1=C2N=C(N)c3ccccc3N2C2=C(C(=O)CCC2)C1c1ccccc1F (centres undefined)	9%	-1%	6%	6.3%	29%
CCN(CC)CCNC(=O)Cc1nn(Cc2ccccc2)c(=O)c2ccccc12	-6%	7%	-16%	2.1%	24%
O=C(c1cc(COc2cccc3cnccc23)on1)N1CCCC(CCCO)C1 (centres undefined)	-61%	-14%	-8%	6.8%	29%
CC1(C)Cc2nc3sc4c(=O)n(Cc5ccccc5)cnc4c3cc2CS1	2%	17%	-5%	0.3%	0%
Cn1c(CN2CCN(c3ccccc3NS(C)(=O)=O)CC2)nc2ccccc21	-23%	-1%	-4%	1.2%	1%
Cc1cc(C)c(S(=O)(=O)N2CCc3ccccc32)c(C)c1	-4%	2%	2%	i	6%
Cc1ccccc1NC(=O)c1ccc2snnc2c1	0%	-9%	9%	0.2%	-1%	inhibitors of VEEV 10K pilot screen=0.2
CCOc1ccc(C(=O)OCC(=O)Nc2cc(S(=O)(=O)N3CCOCC3)ccc2N2CCOCC2)cc1	1%	·	·	0.1%	·
O=C(CN1C(=O)NC2(CCCC2)C1=O)N1CCN(c2cccc(C(F)(F)F)c2)CC1	0%	3%	-1%	6.9%	17%
O=S(=O)(c1cccs1)N1CCC(Cc2ccccc2)CC1	-1%	-2%	-3%	2.8%	9%
CCc1nnc(NC(=O)Cn2nnc(-c3ccccc3F)n2)s1	-6%	-7%	6%	2.7%	3%
CCOc1ccccc1N1CCN(Cc2ccc(OC)c(OC)c2)CC1	6%	-17%	-2%	i	2%
CCOC(=O)C1=C(O)/C(=C\c2cccs2)N=C1C	-5%	·	-7%	i	-8%
CC(C)NS(=O)(=O)c1ccc(CCC(=O)Nc2ccc3c(c2)OCO3)cc1	5%	3%	-2%	1.1%	-7%
COC(=O)c1ccccc1NC(=O)c1ccc(-c2ccc(Br)cc2)o1	-9%	18%	8%	0.9%	1%
O=C(CNC(=O)OCc1ccccc1)Oc1ccc2ccc(=O)oc2c1	-7%	4%	-12%	i	-5%
CC(=O)Nc1ccc2oc(-c3cc(F)c(F)cc3Cl)nc2c1	4%	13%	1%	3.4%	5%
Cc1cc(C)n(CCOC(=O)c2sc3ccccc3c2Cl)n1	-1%	?	-3%	1.3%	?
CCCCCn1c(=O)c(C(=O)Nc2ccccc2N)c(O)c2ccccc21	-4%	6%	-5%	6.6%	-13%
CC(C)CN(C(=O)COC(=O)c1ccc2c(c1)NC(=O)CS2)C1CCS(=O)(=O)C1 (centres undefined)	-2%	1%	-6%	0.7%	-3%
Cc1cc(=O)[nH]c(Nc2cccc(F)c2)n1	-5%	2%	-14%	1.3%	4%
Cc1ccc(OCCCCN2CCC(C)CC2)cc1	-5%	-6%	16%	i	12%
COc1ccccc1CN(C)C(=O)CSCC(=O)Nc1ccccc1F	-9%	-4%	·	1.9%	21%
COc1ccc2nc(N3CCC(O)CC3)c(C#N)cc2c1	5%	-4%	-1%	i	9%
Cc1cc(SCC(=O)c2ccc(O)c(O)c2)n2nc(C)c(-c3ccccc3)c2n1	5%	-2%	7%	0.2%	-8%
Cc1ccc(C(=O)N2CCCC(C(F)(F)F)C2)cc1S(=O)(=O)N1CCCCC1 (centres undefined)	-10%	-16%	4%	0.9%	0%
COc1ccccc1-n1c(SCC(=O)Nc2cccc(C(=O)O)c2)nnc1-c1ccccc1C	-4%	7%	0%	1.0%	12%
CC(=O)c1c(C)[nH]c(C(=O)Nc2ccc(F)c(F)c2F)c1C	11%	4%	1%	3.3%	2%
COc1ccc([C@@H]2[C@@H]3C(=O)N(C(C)(C)C)C(=O)[C@@H]3[C@]3(Cc4ccc(Cl)cc4)C(=O)N(c4ccc(Br)cc4)C(=O)N23)cc1	-14%	13%	-10%	4.8%	67%
Cc1nc(-c2ccc(Cl)cc2)sc1C1(C)CC(c2ccc(Cl)cc2)=NO1 (centres undefined)	-7%	1%	-5%	0.1%	33%
Cc1cccc(-n2c(-c3ccco3)nc3ccccc3c2=O)n1	0%	0%	6%	1.8%	1%
Nc1nnn(CC(=O)N/N=C/c2ccccc2)n1	-12%	2%	19%	0.3%	-7%
CC(C)N1CCN(Cc2ccc3c(c2)OCCO3)CC1CCO (centres undefined)	15%	-3%	8%	?	-1%
O=C(Nc1ccc(Oc2ncnc3cc(Cl)ccc23)nc1)c1cccs1	-19%	-1%	-4%	3.0%	-7%
CC(C)(C)C(=O)Cn1ncc(Br)c(Br)c1=O	-5%	·	·	?	·
O=C(NN(Cc1ccccc1)Cc1ccccc1)c1ccccc1	-7%	·	·	1.3%	·
(next part)
SMILES	H1N1 NS1A inhibition	H37Rv inhibition	Salmonella PhoP GFP	inhibitors of VEEV	tuberculosis growth	others
O=C(CSc1nnnn1-c1ccccc1F)NNC(=O)c1ccco1	6%	5%	-1%	i	1%
Cc1cccc(Nc2nnc(SCC3CCCCO3)s2)c1 (centres undefined)	4%	3%	-7%	9.4%	73%
C=CCc1ccccc1OCC(O)CN1CCN(C(=O)OCC)CC1 (centres undefined)	-8%	4%	4%	1.4%	28%
Cc1ccc(C)c(N2CCN(C(=O)CCc3nc4ccccc4[nH]3)CC2)c1	2%	5%	-12%	1.4%	39%
CC(=O)N1c2ccc(S(=O)(=O)N3CCCCC3)cc2CC1C(=O)Nc1cccc(C)c1 (centres undefined)	-4%	-1%	-8%	4.3%	3%
CSc1nnc2c(n1)OC1(Nc3ccccc3-2)C(=O)Nc2ccccc21 (centres undefined)	2%	5%	0%	2.6%	-7%
COc1ccc(NS(=O)(=O)c2ccc(O)c(C(=O)OCC(=O)Nc3ccc4c(c3)OCCO4)c2)cc1	-5%	-3%	2%	1.6%	-2%

High-throughput results (PubChem BioAssay)
